# Bioassay records as filed in PubChem.
# Tb hexokinase: blocks Trypanosoma brucei hexokinase 1 activity; recombinant TbHK1, G6PDH-coupled NADH A340; inhibition, % at 10 µM; actives 0.11% (n = 220,000);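 active means inhibition of 50% or more in the single-dose primary screen; inactive means inhibition below 50%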
# Calpain2 inh: blocks pig calpain II enzyme activity. actives 0.37% (n = 220,000). inhibition, % at 16 µM. AID 1236. purified calpain II, fluorogenic peptide substrate, 30 min;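 active means inhibition above about 50%, limit read from the data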
# eIF4E 4G PPI: blocks eIF4E binding to eIF4G; AID 782; inhibition, % at 21.7 µM; actives 0.37% (n = 220,000); P63073+Q04637; TR-FRET eIF4E-eIF4GI(517-606) binding, 2 h;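 active means inhibition above about 30%, limit read from the data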;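 further: 0% = full FRET control wells and 100% = background wells lacking eIF4GI fragment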
# EP2 modulator: modulators of human EP2 prostaglandin E2 receptor; EP2-expressing cells, cAMP HTRF FRET, PGE2 co-stimulation; induction, % at 25 µM; actives 0.83% (n = 260,000);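 active means compounds whose cAMP rise, as percent of the full-agonist control response, exceeds 60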;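 further: rat C6 glioma line stably carrying human EP2 under a CMV promoter; the protocol text gives 20 µM as final concentration; 100% = response of wells given 1 µM PGE2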
# Rad51 HR inh: blocks human Rad51 in homologous recombination | AID 1385 | actives 0.085% (n = 200,000) | inhibition, % at 10 µM | hRad51 DNA strand exchange, fluorescence dequenching;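 active means inhibition above 40% at the single screening dose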;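 further: 0% = DMSO control wells and 100% = blanks with heterologous ssDNA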
# Target sequence (Q06609 whole entry, looked up): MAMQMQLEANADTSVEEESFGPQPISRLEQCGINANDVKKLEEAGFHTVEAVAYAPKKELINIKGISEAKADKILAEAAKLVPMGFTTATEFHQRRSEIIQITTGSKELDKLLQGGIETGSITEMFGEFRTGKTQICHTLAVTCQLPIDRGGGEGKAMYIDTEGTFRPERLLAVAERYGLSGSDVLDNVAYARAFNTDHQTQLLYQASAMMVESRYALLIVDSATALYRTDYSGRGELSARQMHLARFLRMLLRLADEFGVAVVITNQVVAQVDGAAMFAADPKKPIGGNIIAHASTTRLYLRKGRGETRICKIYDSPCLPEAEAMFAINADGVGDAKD
#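 System: human Rad51 nucleoprotein filaments preassembled on unlabelled ssDNA. Reagent: labelled 47-mer dsDNA for strand exchange. Schedule: 30-min compound preincubation and 15-min exchange, both room temperature. Measured by: FRET fluorescence dequenching, excitation 485 nm, emission 520 nm. Read-out: Fluorescence-based percent inhibition, control- and blank-normalised. Benchmarks: plate controls and plate blanks.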
# Hck-Nef inh: blocks Nef-activated human Hck kinase. P08631. Recombinant Hck-YEEI plus Nef, Z-Lyte FRET kinase assay. inhibition, % at 20 µM. actives 0.68% (n = 220,000). AID 463187;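 active means Hck-Nef kinase inhibition above about 50%, limit read from the data; inactive means inhibition below that limit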;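 further: 0% = DMSO with Hck plus Nef and 100% = Hck alone without Nef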
# zVAD death inh: blocks zVAD induced death of L929 cells. L929 zVAD necroptosis rescue, ATP luminescence, 24 h; with zVAD 60 µM. viability rescue, % at 10 µM. actives 0.38% (n = 220,000);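 active means activation, scaled between plate controls, above about 75%, limit read from the data; inactive means activation under that limit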;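 further: 0% = zVAD with DMSO and 100% = DMSO alone without zVAD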
# EP2 antag: blocks the human prostaglandin E2 receptor EP2. P43116. C6 glioma cells expressing human EP2, cAMP TR-FRET; cells stimulated with saturating PGE2. inhibition, % at 25 µM. actives 0.52% (n = 260,000). AID 1422;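 active means percent inhibition above 40 after rounding to a whole number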;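 further: rat C6 glioma host cells with rolipram phosphodiesterase inhibitor present; the protocol text gives 20 µM as final concentration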
# 14-3-3 Bad inh: disrupts binding of bovine 14-3-3 zeta to phospho-Bad peptide; P63103; TR-FRET 14-3-3zeta/Dy647-pBad peptide displacement, 1 h; inhibition, % at 21.7 µM; actives 0.71% (n = 220,000); AID 781;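 active means inhibition above about 70%, limit read from the data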;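 further: 0% = full 14-3-3 plus peptide FRET controls and 100% = background without 14-3-3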
# Target sequence (P63103 whole entry, looked up): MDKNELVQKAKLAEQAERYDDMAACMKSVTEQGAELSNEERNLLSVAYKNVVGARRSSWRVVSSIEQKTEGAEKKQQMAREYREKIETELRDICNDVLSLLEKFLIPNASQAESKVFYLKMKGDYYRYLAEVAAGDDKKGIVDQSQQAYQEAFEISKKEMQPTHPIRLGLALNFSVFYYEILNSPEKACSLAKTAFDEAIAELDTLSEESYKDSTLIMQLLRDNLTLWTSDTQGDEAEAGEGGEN
# * = called active by the depositor; nt = not tested or not shown; & = joins results of further samples; [ ] = another dose, or the depositor's remark.
# The first four compounds as a preview:
SMILES,Tb hexokinase,Calpain2 inh,eIF4E 4G PPI,EP2 modulator,Rad51 HR inh,Hck-Nef inh,zVAD death inh,EP2 antag,14-3-3 Bad inh
CCn1c(CNC(=O)c2ccccc2F)nnc1SCC(=O)NC1CCCCC1,-3,-22,-1,-16&25,-1,16,6.4,24&15,-12
NNC(=O)c1snnc1-c1ccccc1,-6,-13,3,7,nt,23,0.1,1,0
O=S(=O)(/C=C/c1ccccc1)NC1CCCCCC1,5,6,0,8,10,4,1.1,5,-6
CC(C)c1ccc(NC(=O)C[n+]2ccn(C3=C([O-])c4ccccc4C3=O)c2)cc1,-2,-23,6,11,7,-9,6.2,8,3

# The list itself, repeating the preview:
SMILES,Tb hexokinase,Calpain2 inh,eIF4E 4G PPI,EP2 modulator,Rad51 HR inh,Hck-Nef inh,zVAD death inh,EP2 antag,14-3-3 Bad inh
CCn1c(CNC(=O)c2ccccc2F)nnc1SCC(=O)NC1CCCCC1,-3,-22,-1,-16&25,-1,16,6.4,24&15,-12
NNC(=O)c1snnc1-c1ccccc1,-6,-13,3,7,nt,23,0.1,1,0
O=S(=O)(/C=C/c1ccccc1)NC1CCCCCC1,5,6,0,8,10,4,1.1,5,-6
CC(C)c1ccc(NC(=O)C[n+]2ccn(C3=C([O-])c4ccccc4C3=O)c2)cc1,-2,-23,6,11,7,-9,6.2,8,3
CCOC(=O)C1CCN(C(=O)c2ccccc2NS(=O)(=O)c2ccc(F)cc2)CC1,29,4,2,20,-2,-6,-0.1,9,-3
N#CC(C#N)=C1C=CC=CN1/C(=C\c1ccco1)C(=O)c1ccc(Br)cc1,-13,-45,4[fluorescence artefact?],-2,0,3,-2.1,49*,-8[fluorescence artefact?]
O=C1CCCN1CCC1CCN(C(=O)Nc2ccccc2)CC1,2,-24,-16[fluorescence artefact?],28,7,1,0.4,3,-3
O=C(CC1S/C(=N/N=C/c2cccs2)NC1=O)Nc1ccc(Cl)c(Cl)c1 (stereo not given),6,-3,-1,-2,-9,2,1.6,15,-3
COc1cc(-c2nc3ccc4ccccc4c3c3c2CCC3)cc(OC)c1O,-19,-11,4,36,6,11,1.7,5,0
CCCCNC(=O)C(=O)NCc1ccncc1,-10,-7,1,14,6,10,-0.4,7,2
CCCCCCCCCCn1ccc(=N)cc1,5,22,3,14,23,20,2.8,6,6
O=C(Cn1cnc2c(cnn2-c2ccccc2)c1=O)Nc1cc(S(=O)(=O)N2CCOCC2)ccc1Cl,-2,-3,-2[fluorescence artefact?],2,19,-2,-0.2,3,1
C[C@@H]1C[C@@H]2OC(=O)[C@]3(C)[C@H]2[C@@H](OC3(C)O)[C@]2(C)C(=O)C=C[C@H]12 (stereo not given in full),-2,0,-5,-18,-2,8,0.1,9,-8
CCOc1ccc(NC(=S)NNc2ccnc3cc(Cl)ccc23)cc1,-5,-70,-2,-59,-1,-6,2.9,10,-6
COc1cccc(-n2cc(CNCc3c(C(=O)N(C)C)nc4ccc(Cl)cn34)cn2)c1,-4,-1,1,-12,3,2,-0.4,6,5
O=C(N1CCCCC1)N1CCN(S(=O)(=O)c2ccc(Cl)cc2)CC1,4,-2,-4,-58,10,21,0.7,6,-2
CCN(CC)S(=O)(=O)c1c(OC)cc(C)c(Cl)c1C,0,12,4,66*,7,8,4.2,8,-3
COc1ccc(NC(=O)c2csc3c2CCCC3)cc1,1,-3,0,-49,0,0,0.2,3,1
Cc1ccc(S(=O)(=O)CCC(=O)Nc2cccc([N+](=O)[O-])c2)cc1,-1,-5,0,-38,29,21,2.4,0,-13
Cc1ccc(C)c(N2CCN(C(=O)c3csc4ccccc34)CC2)c1,-1,14,5,-6,-2,3,0.8,7,-4

# Another view of part of the listing above.
structure	Tb hexokinase	Calpain2 inh	eIF4E 4G PPI	EP2 modulator	Rad51 HR inh	Hck-Nef inh	zVAD death inh	EP2 antag	14-3-3 Bad inh
CCOc1ccc(NC(=S)NNc2ccnc3cc(Cl)ccc23)cc1	-5	-70	-2	-59	-1	-6	2.9	10	-6
COc1cccc(-n2cc(CNCc3c(C(=O)N(C)C)nc4ccc(Cl)cn34)cn2)c1	-4	-1	1	-12	3	2	-0.4	6	5
O=C(N1CCCCC1)N1CCN(S(=O)(=O)c2ccc(Cl)cc2)CC1	4	-2	-4	-58	10	21	0.7	6	-2
CCN(CC)S(=O)(=O)c1c(OC)cc(C)c(Cl)c1C	0	12	4	66*	7	8	4.2	8	-3
COc1ccc(NC(=O)c2csc3c2CCCC3)cc1	1	-3	0	-49	0	0	0.2	3	1
Cc1ccc(S(=O)(=O)CCC(=O)Nc2cccc([N+](=O)[O-])c2)cc1	-1	-5	0	-38	29	21	2.4	0	-13

# The results go on:
SMILES,Tb hexokinase,Calpain2 inh,eIF4E 4G PPI,EP2 modulator,Rad51 HR inh,Hck-Nef inh,zVAD death inh,EP2 antag,14-3-3 Bad inh
O=C1c2ccccc2C(=O)N1Cc1cc(-c2ccccc2Cl)no1,2,6,1,3,-7,0,0.0,11,-11
C/C(CC(=O)Nc1cccc2c1CCCC2)=N\NC(=O)c1cccc2ccccc12,21,5,-4,10,nt,0,-0.4,10,-10
Cc1ccc(NC2=NC(c3ccc(F)cc3)n3c(nc(C)cc3=O)N2)cc1 (stereo not given),-24,-22,-3,-22,nt,19,0.4,11,-8
O=C(CSc1ncnc2c1cnn2-c1ccccc1)Nc1ccc2c(c1)OCO2,-1,2,0,-20,nt,1,0.3,nt,4
O=C(NC1CCCCC1)C(c1ccco1)N(Cc1cccs1)C(=O)Cn1nnc2ccccc21 (stereo not given),4,nt,nt,61*,nt,-1,-0.2,10,nt
COc1ccc(N=N/C(C(C)=O)=C(/C)O)cc1,-11,9,5,-20,12,5,0.1,13,-8
O=C(COc1ccc(Cl)cc1)NCc1nnc(SCC(=O)N2CCCCC2)o1,-2,-6,-2,-4,0,0,1.1,15,-4[fluorescence artefact?]
CN1CCN(CCCNC(=O)c2cc3c(-c4ccc(Cl)cc4)nn(C)c3s2)CC1,-10,-370,0,-8,3,3,69,21,0
Cc1ccc(C(=O)NC2CCN(S(=O)(=O)c3ccc(C)cc3)CC2)cc1,0,10,0,19,-6,2,-0.6,12,-10
CN1CCN(C(=O)/C=C/c2ccc([N+](=O)[O-])cc2)CC1,-24,-6,0,19,nt,-1,1.0,5,3
NC(=O)CC(NC(=O)Cc1ccc(Cl)cc1)c1ccc(NC2CCCCC2)c([N+](=O)[O-])c1 (stereo not given),-4,-22,-2,1,-6,23,1.8,13,0
CCc1nc2ccccc2c(NC(=O)CN2CC(C)CC(C)C2)c1C (stereo not given),-3,15,0,-41,23,22,-0.5,6,1
Cc1c(=O)n(OCc2ccccn2)c2ccccc2[n+]1[O-],-15,-50,-1,36,-3,0,-0.8,9,2
CCC(NC(=O)c1ccccc1NC(=O)c1ccco1)C(=O)NC1CCCCC1 (stereo not given),38,3,5,-5,nt,0,-0.3,nt,6
CCO[C@@H]1OC(C(=O)N2CCN(Cc3ccccc3)CC2)=C[C@H](C)[C@H]1CCCO,-4,10,0,-12,1,5,0.4,9,44
NC(=O)CN1C(=O)C2C3C=CC(C3)C2C1=O (stereo not given),-4,-15,-1[fluorescence artefact?],-3,-1,1,2.9,7,3
Cc1nnc(N2C(=O)c3cccc4cccc(c34)C2=O)s1,-36,-3,-24[fluorescence artefact?],6,-3,5,-0.5,15,17[fluorescence artefact?]
CSc1nc2c(cc1C#N)C(=O)CC(C)(C)C2,-4,15,13,27,-61,16,0.1,3,22
COc1cccc(C2CC(c3cccs3)Nc3ncnn32)c1 (stereo not given),3,-16,-4,-2,nt,4,-0.2,nt,-1
CCc1ccc(OCC(=O)N(C)CCC#N)c(Br)c1,-1,-3,-1[fluorescence artefact?],-11,-10,4,-0.2,12,-6
COc1ccccc1NC(=O)Cc1csc(NC(=S)Nc2ccc(C)cc2)n1,-7,14,-17,-21,-4,3,0.0,2,4
Cc1cc(C(=O)CN2C(=O)NC(c3ccccc3)(c3ccccc3)C2=O)c(C)n1Cc1ccccc1,2,-73,-3[fluorescence artefact?],27,-8,0,0.8,6,-8[fluorescence artefact?]
Cc1nn(Cc2c(Cl)cccc2Cl)c(C)c1N,-4,-12,0,27,-4,1,0.0,4,5
C=C1CCN([C@H](C(=O)OCc2cccc(C)c2)C(C)C)S(=O)(=O)c2ccccc21,6,11,-7,43,-3,19,1.0,4,-9
CC(=O)CSc1nnc(C(F)(F)F)n1C,-1,-9,-2,-9,nt,13,-0.9,3,-3

# This is a subset; count on the stated rates, not on these rows.
